Compound activity deposited in PubChem BioAssay by National Center for Advancing Translational Sciences (NCATS).
APEX1 inh: blocks human APE1 abasic DNA cleavage. Potency, µM (titrated, usually from 65.8 µM), inactives show at the highest dose activity change, negative = inhibition, most hits filed as inhibitors. AID 2517. recombinant APE1, TAMRA/BHQ-2 abasic DNA cleavage fluorescence. 350,000 compounds, 0.35% hits. P27695;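 further: potency means the concentration at half of the fitted maximal effect; plate controls were vehicle for no effect and reference inhibitor for full effect; nearly all actives have a fitted effect of over 55% in size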
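0.75 nM APE1 + cpd, 15 min RT; start w/ 50 nM TAMRA/BHQ-2 THF-abasic dsDNA; kinetic fluor 525/598 nm ×3 reads @60 s; Δ(read3−read1); normalized to DMSO and NSC13755 control wells.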
POLB inh: DNA polymerase beta (human) inhibition | P06746 | Pol beta primer extension/strand displacement, fluorescence kinetic | Potency, µM (doses to about 114 µM), without a hit: top-dose activity change, negative = inhibition, usual class: inhibitors | 340,000 compounds, 1.3% hits | AID 485314; further: potency means the concentration at half of the fitted maximal effect; on the % scale 0 is the no-effect control and ±100 the full control effect
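Kinetic readout of DNA synthesis with strand displacement by Pol beta. Compound and 10 nM enzyme sit 15 min at room temperature; 50 nM substrate starts the reaction, read immediately and at 10 min.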
BLM inh: blocks DNA unwinding by human BLM helicase. 350,000 compounds, 0.2% hits. recombinant BLM DNA unwinding, fluorescence dequenching. P54132. Potency, µM (doses to about 56.1 µM), without a hit: top-dose activity change, negative = inhibition, actives largely listed as inhibitors;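 further: potency means the concentration at half of the fitted maximal effect; plate controls were vehicle for no effect and no enzyme for full effect; nearly all actives have a fitted effect of over 35% in size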
Target sequence (P54132 whole entry, looked up): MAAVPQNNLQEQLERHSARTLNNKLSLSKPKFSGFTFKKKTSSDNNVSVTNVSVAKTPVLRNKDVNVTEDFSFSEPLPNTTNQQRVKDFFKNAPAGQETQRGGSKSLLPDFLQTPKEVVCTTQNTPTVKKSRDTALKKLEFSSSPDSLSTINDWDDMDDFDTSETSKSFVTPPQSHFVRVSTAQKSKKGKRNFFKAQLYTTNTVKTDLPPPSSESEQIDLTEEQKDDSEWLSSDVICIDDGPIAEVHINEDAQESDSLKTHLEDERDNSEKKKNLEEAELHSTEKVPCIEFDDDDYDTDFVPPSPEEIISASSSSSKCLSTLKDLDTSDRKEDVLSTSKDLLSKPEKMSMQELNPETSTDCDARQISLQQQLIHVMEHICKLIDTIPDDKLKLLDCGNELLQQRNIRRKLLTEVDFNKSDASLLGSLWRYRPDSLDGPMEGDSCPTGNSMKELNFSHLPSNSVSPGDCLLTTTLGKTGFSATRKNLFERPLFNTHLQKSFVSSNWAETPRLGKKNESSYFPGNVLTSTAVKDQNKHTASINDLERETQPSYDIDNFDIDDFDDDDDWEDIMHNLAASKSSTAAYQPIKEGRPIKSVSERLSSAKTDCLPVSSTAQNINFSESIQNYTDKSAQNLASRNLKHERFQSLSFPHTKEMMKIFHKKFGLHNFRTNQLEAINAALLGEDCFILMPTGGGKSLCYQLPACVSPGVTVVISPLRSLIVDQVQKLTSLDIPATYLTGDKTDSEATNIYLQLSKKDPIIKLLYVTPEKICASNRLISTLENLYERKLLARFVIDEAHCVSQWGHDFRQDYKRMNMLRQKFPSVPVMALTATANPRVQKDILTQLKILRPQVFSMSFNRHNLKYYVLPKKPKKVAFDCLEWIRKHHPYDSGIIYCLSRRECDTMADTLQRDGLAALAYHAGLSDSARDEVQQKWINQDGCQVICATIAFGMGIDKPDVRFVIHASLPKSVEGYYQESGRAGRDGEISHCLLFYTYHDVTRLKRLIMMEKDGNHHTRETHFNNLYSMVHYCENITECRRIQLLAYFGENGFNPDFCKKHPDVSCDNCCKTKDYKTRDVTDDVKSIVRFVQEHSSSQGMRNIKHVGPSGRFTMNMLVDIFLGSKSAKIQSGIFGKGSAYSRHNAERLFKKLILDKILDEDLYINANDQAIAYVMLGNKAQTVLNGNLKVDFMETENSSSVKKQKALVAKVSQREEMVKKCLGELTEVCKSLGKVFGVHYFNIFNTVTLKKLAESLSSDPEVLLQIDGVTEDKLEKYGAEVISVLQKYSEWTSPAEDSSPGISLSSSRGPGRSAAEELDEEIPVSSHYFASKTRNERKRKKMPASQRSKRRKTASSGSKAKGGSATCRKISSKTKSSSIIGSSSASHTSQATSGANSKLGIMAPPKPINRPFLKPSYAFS
POLK inh: inhibitors of human DNA polymerase kappa. purified Pol kappa, fluorescent DNA synthesis assay, 10 min. Potency, µM (series often up to 107 µM), for the others: at the highest dose activity, negative = inhibition, most hits filed as inhibitors. 400,000 compounds, 0.53% hits; further: potency means the concentration at half of the fitted maximal effect; on the % scale 0 is the no-effect control and ±100 the full control effect
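Inhibition of 10 nM Pol kappa is measured by a fluorescent read-out at 0 and 10 min following addition of 50 nM substrate (final), with a 15-min room-temperature compound preincubation.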
LDHA inh: blocks human lactate dehydrogenase A; purified LDHA, NADH/diaphorase-resazurin fluorescence; hits give low values; P00338; 480,000 compounds, 0.15% hits; AID 1347041; activity change, % (values are at about 110 or 230 µM); in the data active means activity change below about -30%; inconclusive means mostly about -25% to -30%;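 further: plate controls were DMSO wells for no effect and wells without enzyme for full effect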
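Human LDH5 at 2 nM final in Tris HCl pH 7.4 with 0.06 mM NADH and 0.2 mM pyruvate, reacted 5 minutes at room temperature. Remaining NADH coupled via diaphorase/resazurin; resorufin fluorescence read at 0 and 20 minutes, normalized to enzyme-free and DMSO wells.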
GRP78 ERSR act: induces the endoplasmic reticulum stress response in human glioma cells. U87-MG GRP78 promoter luciferase reporter, 16 h. Potency, µM, without a hit: at the highest dose activation, actives largely listed as activators. 420,000 compounds, 0.02% hits. AID 602332; further: potency means the concentration at half of the fitted maximal effect; series mostly up to about 76 µM; % of control where 0% means no effect; nearly all actives have a fitted effect of over 35% in size
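Stably transfected U87-MG glioma cells carrying a GRP78-based luciferase sensor; 16 h compound incubation. Luminescence end-point read 10 min after Bright-Glo addition at room temperature.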
Pol eta inh: blocks human DNA polymerase eta activity | recombinant Pol eta, fluorescent DNA replication assay | 390,000 compounds, 1.2% hits | AID 588591 | Q9Y253 | Potency, µM (top dose mostly 114 µM), for the others: top-dose activity change, negative = inhibition, most hits filed as inhibitors; further: potency means the concentration at half of the fitted maximal effect; on the % scale 0 is the no-effect control and ±100 the full control effect
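Fluorescent replication assay: 50 nM final substrate added after a 15 min room-temperature compound preincubation with 10 nM enzyme. Signal taken at 0 min and again at 10 min.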
POLI inh: inhibitors of human DNA polymerase iota. 390,000 compounds, 1% hits. Pol iota fluorescent replication assay, 10 min. Potency, µM (highest dose often 115 µM), for the others: top-dose activity, negative = inhibition, usual class: inhibitors; further: potency means the concentration at half of the fitted maximal effect
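Pol iota at 10 nM preincubated 15 min with compounds at room temperature; reaction started with fluorescent substrate, 50 nM final. Fluorescence read kinetically at 0 and 10 min; buffer-only wells as negative control.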
Anesthetic bind: candidate novel general anesthetic via apoferritin binding; apoferritin/1-aminoanthracene competitive binding, fluorescence; Potency, µM (series often up to 77.5 µM), inactives show at the highest dose activity change, negative = displacement, actives largely listed as inhibitors; 350,000 compounds, 0.074% hits; further: potency means the concentration at half of the fitted maximal effect; on the % scale 0 is the no-effect control and ±100 the full control effect; nearly all actives have a fitted effect of over 20% in size
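Apoferritin-based anesthetic binding model; compound displacement of fluorescent 1-AMA measured as endpoint fluorescence after 10 minutes at room temperature, scaled to free-ligand and complex controls.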
* = called active by the depositor; u = inconclusive; x = not tested or not shown; & = joins results of further samples; [ ] = dose if it differs, or a comment. Unless noted, the call rests on the fitted dose curve; in most records, active means well fitted curve in the direction sought with a large enough effect; inconclusive means small, poorly fitted or top-dose-only effect, or another doubt; inactive means no such curve, though single readings can be large; an effect the other way counts as inactive or inconclusive. The list is partial (hit frequency here may not be typical).

No. | SMILES | APEX1 inh | POLB inh | BLM inh | POLK inh | LDHA inh
1 | Cc1ccc2c(c1)N(C)/C(=C/c1cccc[n+]1C)S2 | -32% | u | 45%[activator] | -18% | -7
2 | CC(C)(C)OC(=O)N1CCCC(C(=O)Nc2cccc(C(=O)NCCCc3ccccc3)c2)C1 (stereo unspecified) | x | x | x | 0% | -1
3 | CC(C)(C)n1ncc2c(=O)n(CC(=O)OCc3ccccc3)cnc21 | -1% | 1% | -3% | -11% | 0
4 | COc1ccc(/C=N/c2c(-c3ccc(OC)cc3)nc3n2CCS3)cc1 | 1% | -5% | -11% | 3% | -7
5 | COc1cccc2cc(-c3cn4c(n3)sc3cc(F)ccc34)c(=O)oc12 | x | 27% | -3% | -3%[60.1 µM] | 2
6 | COc1cccc(NC(=S)NCc2ccc(F)cc2)c1 | 7% | 5% | 1% | -3% | -10
7 | CCOc1ccc(-c2ccc(SC)nn2)cc1 | 14% | 13% | -8% | -7% | -3
8 | COc1cc(NC(=O)CSc2nnnn2Cc2ccc3c(c2)OCO3)cc(OC)c1 | -2% | 11% | 1% | -17% | -5
9 | CCC(C)Nc1nc(OC(C(F)(F)F)C(F)(F)F)nc(OC(C(F)(F)F)C(F)(F)F)n1 (stereo unspecified) | 10% | 13% | 1% | -17% | 1
10 | CCC(=O)Nc1ccc(NC(=O)c2ccco2)c(OC)c1 | -2% | 3% | -2% | -18% | -5
11 | O=S(=O)(NCc1ccco1)c1ccc(S(=O)(=O)N2CCCCC2)cc1 | -2% | -8% | -2% | -11% | 1
12 | COc1ccc(CCNC(=O)CNC(=O)c2ccc(Br)o2)cc1OC | 6% | x | x | 9% | 3

No. | GRP78 ERSR act | Pol eta inh | POLI inh | Anesthetic bind
1 | 0% | -8% | u | -6%
2 | 1% | -20% | 18% | x
3 | -13% | -5% | 3% | u
4 | 3% | -13% | 9% | 1%
5 | -3% | 6% | 12% | 3%
6 | 0% | -17% | 180%[activator] | -11%
7 | -16% | -16% | 133%[activator] | -6%
8 | -1% | -2% | -10% | -7%
9 | 1% | -8% | 6% | 13%
10 | -5% | -7% | -4% | -5%
11 | -5% | 0% | 4% | -3%
12 | -5% | -7% | 9% | x

More entries.
No. | SMILES | APEX1 inh | POLB inh | BLM inh | POLK inh | LDHA inh
13 | COCCCn1c(-c2ccccc2Cl)n[nH]c1=S | 3% | 1% | 1% | -1% | -6&-1
14 | O=C(O)c1cccc(Nc2ncnc3scc(-c4ccccc4)c23)c1 | x | 28% | -6% | -5% | -7
15 | CCN(C(=O)CSc1nc2cc(S(=O)(=O)N(CC)CC)ccc2n1CC)C1CCS(=O)(=O)C1 (stereo unspecified) | 12% | x | x | -1% | -3
16 | CC(=O)Oc1ccc2oc(-c3ccccc3)c(C(N)=O)c2c1 | -3% | 12% | -4% | -4% | -1
17 | O=C(CCN1C(=O)c2ccccc2C1=O)N1CCN(c2ccccn2)CC1 | 2% | 28% | -1% | -20% | -2
18 | Cc1nc(SCC(=O)N(CC(C)C)C2CCS(=O)(=O)C2)c2ccccc2n1 (stereo unspecified) | 14% | x | x | -6% | -12
19 | Cn1cccc1C(=O)N1CCC2(CCN(Cc3nccs3)CC2)CC1 | 6% | x | 2% | -3%[60.1 µM] | x
20 | Cc1ccc(-c2nnc(SCC(=O)N/N=C/c3ccc(C)s3)n2-c2ccccc2)cc1 | -2% | -1% | -18% | 4% | -2
21 | CC(Oc1ccc(C(=O)c2ccccc2)cc1)C(=O)Nc1ccc(S(N)(=O)=O)cc1 (stereo unspecified) | -2% | -5% | -8% | -14% | -12
22 | COCc1ccc(C(=O)N2CCCC(C(=O)c3ccc(SC)cc3)C2)s1 (stereo unspecified) | 3% | 3% | -4% | -13% | -3
23 | CCc1ccc(NC(=O)CS(=O)CC(=O)Nc2ccc(-n3cnnn3)c(C)c2)cc1 (stereo unspecified) | -28% | 25µM* | -9% | -13% | -32*
24 | OC(CSc1ccccc1Cl)CN1CCN(c2ccc(F)cc2)CC1 (stereo unspecified) | 1% | -30% | -6% | -17% | 2

No. | GRP78 ERSR act | Pol eta inh | POLI inh | Anesthetic bind
13 | -19% | -9% | 2% | -12%
14 | -1% | 5% | -12% | 2%
15 | -5% | -18% | 49%[activator] | x
16 | -3% | u | 23% | 1%
17 | 2% | -3% | 10% | -6%
18 | -2% | -6% | 24% | x
19 | -2% | x | x | x
20 | -1% | u | -1% | -9%
21 | 0% | -24% | 20% | -14%
22 | -3% | -7% | 32%[activator] | -17%
23 | 0% | -2% | 14% | u
24 | -3% | -8% | 10% | -7%

Single values from above:
Entry of COc1cccc2cc(-c3cn4c(n3)sc3cc(F)ccc34)c(=O)oc12 in LDHA inh: 2
Entry of Cc1ccc2c(c1)N(C)/C(=C/c1cccc[n+]1C)S2 in APEX1 inh: -32%
Entry of OC(CSc1ccccc1Cl)CN1CCN(c2ccc(F)cc2)CC1 (stereo unspecified) in LDHA inh: 2
Entry of COc1cccc(NC(=S)NCc2ccc(F)cc2)c1 in POLK inh: -3%
Entry of CCOc1ccc(-c2ccc(SC)nn2)cc1 in LDHA inh: -3
Entry of CC(C)(C)OC(=O)N1CCCC(C(=O)Nc2cccc(C(=O)NCCCc3ccccc3)c2)C1 (stereo unspecified) in POLK inh: 0%
Entry of Cc1ccc(-c2nnc(SCC(=O)N/N=C/c3ccc(C)s3)n2-c2ccccc2)cc1 in GRP78 ERSR act: -1%

Carrying on:
No. | SMILES | APEX1 inh | POLB inh | BLM inh | POLK inh | LDHA inh
25 | O=C(OCCN(C1=NS(=O)(=O)c2ccccc21)c1ccc(Cl)cc1)c1ccco1 | -1% | -9% | -3% | 8% | -1
26 | NC(=O)C1CCN(C(=S)NC2CC3C=CC2C3)CC1 (stereo unspecified) | 13% | 48% | -1% | -3% | -5
27 | COC(=O)C1=C(C)N(Cc2ccccc2)C(=NCc2cccc(Cl)c2)N[C@H]1c1cccc(F)c1 | -16%&-3% | 18% | 3% | 0% | 2
28 | CNC(=O)CSc1nc2cc(S(=O)(=O)Nc3ccccc3OC)ccc2o1 | 16% | 6% | 2% | -2% | 5
29 | CC1C/C(=C\c2ccccc2[N+](=O)[O-])c2nc3ccccc3c(C(=O)O)c2C1 (stereo unspecified) | -2% | 0% | -4% | 6% | -2
30 | COc1ccc(N2CCN(C(=O)c3ccc4ccccc4n3)CC2)cc1 | 3% | 23% | -4% | -5% | -4
31 | Nc1ccccc1SCC(=O)Nc1nc(-c2ccccc2)cs1 | 8% | 30% | -17% | -11% | -4
32 | COc1ccc(-n2c(C)cc(/C=C(\C#N)C(=O)NCc3ccco3)c2C)cc1 | 3% | 4% | -1% | -7% | -8
33 | COc1cccc(NC(=S)N2CCCN(Cc3ccc(F)cc3)C2)c1 | 3% | 7% | -1% | -20% | -3
34 | CCOc1ccc(NC(=O)Cn2c(C)ccc(C#N)c2=O)cc1 | x | -27% | -2% | -25% | -12
35 | CCOC(=O)c1c(C)nc(C)c2c(=O)oc3ccccc3c12 | 0% | -1% | 0% | 0% | -6
36 | O=C(Nc1ccc(F)c(F)c1)C1CCCN(S(=O)(=O)c2cccc3nonc23)C1 (stereo unspecified) | -5% | 34%&5% | -3%&-1% | -8%&-2% | -1&1

No. | GRP78 ERSR act | Pol eta inh | POLI inh | Anesthetic bind
25 | -3% | -19% | -9% | u
26 | -8% | -14% | u | 0%
27 | -11% | -10% | 6% | -19%
28 | -3% | -7% | u | -12%
29 | -2% | -13% | -29% | 3%
30 | -2% | -19% | 21% | -15%
31 | 3% | -13% | 102%[activator] | -2%
32 | -1% | -8% | -13% | -6%
33 | -4% | -13% | -16% | -6%
34 | 2% | -5% | u | 0%
35 | 4% | -19% | 27% | -9%
36 | -3%&-4% | 5%&-11% | 6%&-2% | -4%&4%

An excerpt from above, reduced to POLK inh:
item | compound | POLK inh
22 | COCc1ccc(C(=O)N2CCCC(C(=O)c3ccc(SC)cc3)C2)s1 (stereo unspecified) | -13%
10 | CCC(=O)Nc1ccc(NC(=O)c2ccco2)c(OC)c1 | -18%

Continuation.
No. | SMILES | APEX1 inh | POLB inh | BLM inh | POLK inh | LDHA inh
37 | CCn1c(CCNC(=O)c2cccs2)nnc1SCC(=O)Nc1nc(-c2ccccc2)cs1 | -5% | 3% | -4% | -7% | 3
38 | COc1ccc(OC)c(C(=O)COC(=O)CN2C(=O)NC3(CCCCC3C)C2=O)c1 (stereo unspecified) | 13% | x | x | -1% | -6
39 | CCOC(=O)c1cc2occc2n1CCCN1C(=O)c2ccccc2C1=O | 11% | 5% | -9% | -4% | -3
40 | COCCn1c(C)cc(C(=O)COC(=O)c2ccc3ncsc3c2)c1C | -2% | u | -3% | -13% | -3
41 | CCOC(=O)N1CCN(S(=O)(=O)c2ccc(C(=O)Nc3ccc(F)cc3F)cc2)CC1 | 0% | 30% | -4% | -6% | 1
42 | O=C(c1ccc(C(=O)N2CCOCC2)nc1)N1CCOCC1 | -5% | 19% | -1% | -4% | -9
43 | CC(=O)N1CCN(S(=O)(=O)c2cccc(C(=O)NC3CCCC3)c2)CC1 | -1% | x | x | -2% | -2
44 | C[C@H](CO)N1C[C@H](C)[C@@H](CN(C)S(=O)(=O)c2cn(C)cn2)Oc2c(NS(=O)(=O)c3cccs3)cccc2C1=O | 0% | x | x | -6% | 0
45 | CN(Cc1cnn(C)c1)C(=O)c1cc(COc2c(F)cccc2F)on1 | 4% | -9% | -6% | 2% | -1
46 | Clc1ccc2nc(-c3ccc(Br)s3)cn2c1 | 0% | u | -1% | -17% | -1
47 | Cn1c(Cl)cnc1C(O)c1ccccc1 (stereo unspecified) | 2% | 1% | 0% | -2% | -4

No. | GRP78 ERSR act | Pol eta inh | POLI inh | Anesthetic bind
37 | -7% | -7% | 6% | 3%
38 | -3% | -19% | 107%[activator] | x
39 | -2% | -17% | 10% | u
40 | -10% | u | u | 1%
41 | -5% | -1% | 1% | -21%
42 | -6% | -9% | 26% | -6%
43 | -4% | -1% | 12% | x
44 | -3% | -2% | 5% | x
45 | 1% | -9% | 80%[activator] | -20%
46 | -9% | -5% | 19% | -13%
47 | -5% | -2% | -10% | -18%
